Bioassay records from PubChem.
DAX1 inh-1 – inhibitors of human orphan nuclear receptor DAX1 (NR0B1) | P51843 | HEK293 Gal4-DAX1 luciferase reporter, luminescence | inhibition, % at 6.75 µM | 0.99% of 340,000 active | AID 504766;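 active means inhibition above the mean over all tested compounds plus 3 SD, cut at about 4.2% in these data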;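 further: 0% = DAX1-transfected cells with DMSO and 100% = empty-vector control cells with DMSO; inhibition shows as a rise in luminescence from relieved DAX1 repression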
hgDAF-12 ag – activates the H. glycines DAF-12 receptor ligand-binding domain; HEK293 GAL4-hgDAF12 UAS-luciferase reporter, agonist luminescence; normalized to butyrate control; activation, % at 6.8 µM; 1.8% of 370,000 active;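 active means activation above a cutoff set at the mean of all screened compounds plus 3 SD, cut at about 10% in these data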;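 further: 0% = DMSO wells and 100% = sodium butyrate wells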
Rev-erbA mod – modulators of human Rev-erb alpha DNA binding | P20393 | Rev-erbα–FITC-DNA binding, fluorescence polarization, 90 min | activity, % at 10 µM | 0.79% of 370,000 active | AID 1259318;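 active means activity above about 14%, limit read from the data; passing the limit was not always enough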;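 further: 0% = DMSO wells with 35 nM protein and 100% = DMSO wells with 750 nM protein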
MBD2 DNA inh – inhibitors of human MBD2 binding to methylated oligonucleotide; TR-FRET; inhibition, % at 4.4 µM; 0.31% of 370,000 active; AID 686964; in the data active means inhibition above about 13%
SMARCA2 activ – SMARCA2 function activation, primary screen | MG213 cells, MMTV-luciferase reporter, dexamethasone, overnight | activation, % at 9.1 µM | 1% of 370,000 active; in the data active means activation above about 7.8%;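 further: 0% = vehicle wells and 100% = reference activator wells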
ssDAF12 agonist – S. stercoralis DAF-12 activation, primary screen; activation, % at 6.8 µM; AID 652126; 1% of 370,000 active; HEK293 ssDAF-12/GRIP1 lit1-tk-luc reporter, luminescence; % of 3 µM dafachronic acid response;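 active means activation above the mean over all tested compounds plus 3 SD, cut at about 0.9% in these data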;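 further: 0% = DMSO-only wells and 100% = 3 µM delta7-dafachronic acid wells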
PLCg1 inh – PLC-gamma1 (human) inhibition, primary screen. 0.84% of 370,000 active. AID 720700. inhibition, % at 12.2 µM. P19174. purified PLC-gamma1, fluorogenic substrate, fluorescence; in the data active means inhibition above about 9.5%
Target sequence (P19174 whole entry, looked up): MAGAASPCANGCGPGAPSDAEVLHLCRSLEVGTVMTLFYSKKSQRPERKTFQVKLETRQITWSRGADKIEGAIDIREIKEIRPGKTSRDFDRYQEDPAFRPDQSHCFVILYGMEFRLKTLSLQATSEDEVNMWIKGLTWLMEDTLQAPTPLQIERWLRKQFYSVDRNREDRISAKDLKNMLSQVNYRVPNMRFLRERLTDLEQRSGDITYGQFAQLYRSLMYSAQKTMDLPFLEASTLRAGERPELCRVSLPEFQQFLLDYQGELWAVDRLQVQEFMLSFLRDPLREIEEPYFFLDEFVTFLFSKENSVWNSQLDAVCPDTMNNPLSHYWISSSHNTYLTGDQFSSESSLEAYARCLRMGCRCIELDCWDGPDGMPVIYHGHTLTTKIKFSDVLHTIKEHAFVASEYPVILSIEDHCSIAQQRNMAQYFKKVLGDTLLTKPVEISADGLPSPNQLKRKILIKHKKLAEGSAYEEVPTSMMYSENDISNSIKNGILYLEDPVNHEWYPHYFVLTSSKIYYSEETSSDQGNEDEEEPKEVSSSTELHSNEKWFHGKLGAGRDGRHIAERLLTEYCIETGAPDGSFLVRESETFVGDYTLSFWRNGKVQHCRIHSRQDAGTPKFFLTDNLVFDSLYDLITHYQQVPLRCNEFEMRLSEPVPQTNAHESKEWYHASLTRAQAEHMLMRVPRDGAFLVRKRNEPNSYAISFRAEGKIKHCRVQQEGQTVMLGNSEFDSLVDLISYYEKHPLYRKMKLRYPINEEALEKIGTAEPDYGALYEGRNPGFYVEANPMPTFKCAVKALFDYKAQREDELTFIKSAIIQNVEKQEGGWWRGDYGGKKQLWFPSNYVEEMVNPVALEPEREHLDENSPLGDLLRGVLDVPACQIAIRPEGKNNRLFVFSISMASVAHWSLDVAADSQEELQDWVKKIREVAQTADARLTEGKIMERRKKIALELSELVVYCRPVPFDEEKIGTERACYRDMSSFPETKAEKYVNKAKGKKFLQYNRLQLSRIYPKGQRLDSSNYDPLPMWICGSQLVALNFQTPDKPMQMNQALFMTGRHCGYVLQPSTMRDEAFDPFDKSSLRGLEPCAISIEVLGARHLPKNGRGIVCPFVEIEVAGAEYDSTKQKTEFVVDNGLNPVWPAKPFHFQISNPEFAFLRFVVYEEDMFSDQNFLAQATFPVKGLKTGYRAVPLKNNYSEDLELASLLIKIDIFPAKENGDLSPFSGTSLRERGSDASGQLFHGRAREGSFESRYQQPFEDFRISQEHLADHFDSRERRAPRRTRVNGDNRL
ADAM17 inh – inhibits human ADAM17. P78536. recombinant ADAM17, EDANS/DABCYL FRET peptide cleavage. inhibition, % at 6.95 µM. 0.83% of 370,000 active;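 active means inhibition above the mean of compounds lying between control limits plus 3 SD, set per campaign, cut at about 8.5% in these data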;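 further: 0% = DMSO-only wells as the low control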
DAX1 inh-2 – inhibitors of DAX1 repression of SF-1 activated StAR promoter. HEK293T StAR-luciferase reporter, SF-1/DAX-1 repression relief. inhibition, % at 6.8 µM. 1.1% of 370,000 active. AID 652010;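 active means inhibition above the mean over all tested compounds plus 3 SD, cut at about 3.6% in these data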;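 further: 0% = DAX-1 cells with DMSO and 100% = cells lacking DAX-1 with DMSO; higher inhibition means more luminescence from relief of DAX-1 repression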
PLC-beta3 inh – blocks human PLC-beta3 enzyme activity | Q01970 | Purified PLC-beta3, fluorogenic substrate, fluorescence | inhibition, % at 12.2 µM | 0.18% of 370,000 active | AID 720704; in the data active means inhibition above about 11%;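 further: 0% = median of compound wells on plate and 100% = full blocker control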
hcDAF-12 act – H. contortus DAF-12 activation, primary screen. HEK293 hcDAF-12 lit1-tk-luc reporter, luminescence; 0% DMSO, 100% Δ7-dafachronic acid. activation, % at 6.8 µM. 1.4% of 370,000 active. AID 652067;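 active means activation above the mean of all tested compounds plus 3 SD, cut at about 5.5% in these data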;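 further: 100% = response to 3 µM Δ7-dafachronic acid high control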
Active calls of the source: *; i = inactive; . = not tested or not shown.

Molecule | SMARCA2 activ | ssDAF12 agonist | hgDAF-12 ag | Rev-erbA mod | PLCg1 inh | DAX1 inh-1 | PLC-beta3 inh | ADAM17 inh | hcDAF-12 act | DAX1 inh-2 | MBD2 DNA inh
O=C(O)/C(=C\c1ccc(Br)cc1)c1ccc(S(=O)(=O)N2CCCCC2)s1 | -0.6 | -0.7 | -3.0 | -1.5 | -4.7 | 1.1 | -8.6 | -3.6 | 2.9 | -0.4 | -4.8
COC(=O)Cc1cc(=O)oc2c(C)c(O)ccc12 | -2.9 | -1.0 | -0.2 | -5.1 | i | 1.2 | i | i | -1.6 | 0.3 | 0.2
COc1ccc(-c2cc(C(=O)NC(Cc3c[nH]c4ccccc34)C(=O)O)c(C)o2)cc1OC (centres undefined) | 3.6 | 0.9* | 5.2 | -3.8 | -5.0 | 1.6 | -1.4 | -0.2 | 6.3* | 0.8 | -4.3
O=C(CN1CCN(C2CCCCC2)CC1)Nc1cccc2ccccc12 | -0.8 | -1.8 | -1.1 | -4.2 | 0.0 | 0.8 | -9.3 | -4.6 | 0.3 | -0.7 | 2.5
CSc1nc2nc3c(cc2c(=O)n1-c1ccccc1C)CCCC3 | -4.2 | -2.1 | -6.3 | 2.9 | 0.3 | -4.3 | -7.3 | -7.0 | -1.4 | -1.5 | -2.5
O=C(NC1CCCCC1)C1CCC(CNS(=O)(=O)c2cccc3nsnc23)CC1 (centres undefined) | 3.2 | -0.8 | -1.1 | -4.7 | 8.2 | 0.0 | 0.5 | 0.9 | 0.0 | 0.6 | -1.9
COC(=O)COn1c(SCC(=O)OC)nc2ccccc2c1=O | -1.8 | -0.9 | -1.9 | -2.2 | 5.5 | -0.6 | 0.9 | -1.3 | 0.5 | 0.8 | 4.9
COc1cc(CNCc2ccccn2)ccc1OCc1c(Cl)cccc1Cl | -4.4 | -1.9 | -3.5 | 3.8 | 3.3 | -1.4 | 0.3 | 0.4 | -1.8 | -0.9 | 3.3
CCNc1nc(NCC)n2c(SCC(=O)Nc3c(C)cccc3C)nnc2n1 | 0.4 | -1.4 | 4.4 | 5.8 | -0.9 | 0.0 | -6.7 | -4.1 | -1.2 | 1.2 | 0.2
Cn1nc(C(=O)OCC(=O)Nc2ccc(F)cc2Cl)c2ccccc2c1=O | 3.0 | -0.7 | 2.0 | 6.4 | 1.0 | 2.2 | 3.8 | 0.7 | -0.4 | -0.3 | -1.1
O=C(OCc1csc(-c2ccccc2)n1)c1ccccc1O | 4.2 | -0.4 | 7.7 | -4.2 | -3.3 | -1.3 | -3.4 | -1.9 | 1.6 | 1.1 | 4.9
Fc1ccccc1COc1ccc2ccccc2c1CNc1nn[nH]n1 | -0.8 | -1.5 | 1.8 | -5.0 | -7.0 | -0.7 | -0.5 | 1.7 | -0.1 | -0.2 | -1.7
COc1ccc2c(c1)nc(SCC(=O)C(C)(C)C)n2C | 0.7 | -1.5 | 2.5 | 1.6 | 1.3 | -1.1 | 0.9 | -4.1 | -2.5 | 0.3 | 2.1
Cc1cccc(NC(=O)CSc2nc3nc(C)cc(C)c3c(=O)[nH]2)c1 | 4.4 | -0.2 | 1.1 | 2.7 | 5.2 | 0.4 | 1.4 | 1.7 | 0.8 | -0.8 | -3.8
O=C1/C(=C/c2cccc([N+](=O)[O-])c2)CSc2ccc(Cl)cc21 | -2.2 | -1.4 | 1.0 | 0.4 | 2.0 | -0.8 | -1.6 | 1.9 | -0.7 | -0.2 | -2.9
O=C(Nc1ccccc1Oc1ccccc1)NC1CCCCN(Cc2cccc(Cl)c2)C1=O (centres undefined) | -1.4 | -1.0 | -3.2 | -0.8 | 1.4 | . | 5.5 | 0.9 | -2.2 | -0.8 | -6.2
COc1ccc(CNC(=O)CSc2cccc3cccnc23)cc1 | 3.3 | -0.7 | -0.8 | 5.5 | -23.1 | 1.8 | -43.9 | -26.7 | -0.4 | 0.1 | -1.5
COc1ccc(CCN(C)C(=O)c2ccc(S(=O)(=O)Nc3ccccc3C)cc2)cc1OC | 0.2 | -0.9 | 3.5 | -0.4 | 2.0 | . | -3.3 | -4.5 | -2.1 | -1.9 | -2.2
Brc1csc(/C=N/Nc2nc3ccccc3s2)c1 | 0.4 | 2.4* | 19.9* | 0.1 | -77.5 | 4.1 | -95.2 | -1.4 | 12.8* | 5.9* | 4.1
CCC1=NN2C(=N)/C(=C\c3cccn3-c3ccc(Cl)cc3)C(=O)N=C2S1 | 0.6 | 0.8 | 2.6 | -8.4 | -1.7 | -0.1 | -1.6 | -3.6 | 0.1 | -0.1 | 2.7
CCN(CC)P(=O)(c1ccccc1)c1c(C)nc2ccccn12 (centres undefined) | -1.8 | -1.0 | -1.8 | 2.6 | 2.0 | -0.6 | -8.3 | -1.6 | -1.1 | -0.2 | 2.9
CCC(C)(C)n1nnnc1C(c1ccccn1)N1CCOCC1 (centres undefined) | 0.6 | -1.0 | -0.4 | 2.0 | 1.9 | -0.2 | -2.7 | -0.9 | 1.5 | 0.2 | -4.5
CC(C)CC(CO)N1CCN(C(=O)c2ccc(C(C)(C)C)cc2)CCC1=O (centres undefined) | 0.8 | -0.5 | -2.0 | -0.3 | -2.2 | 0.1 | 2.5 | -0.3 | -0.1 | 0.1 | -1.0
O=C(CCC(=O)OCCCC(F)(F)C(F)(F)F)Nc1ccc(Cl)cc1Cl | 1.4 | -1.1 | -0.9 | -1.1 | -2.8 | -1.3 | 0.5 | -0.7 | -1.6 | 0.6 | -0.6
Cc1cccc(-c2nc3ccccc3c(=O)[nH]2)c1 | 0.7 | -1.0 | 7.8 | -0.7 | -3.2 | 1.8 | -11.7 | -6.2 | 0.7 | 0.6 | 3.0
COc1ccccc1Nc1nc(-c2cccnc2)cs1 | 0.4 | 1.2* | 11.7* | 1.6 | -1.6 | 0.6 | -2.4 | -0.4 | 2.0 | 0.5 | 1.0
Cc1ccc(CNC(=O)CN2C(=O)COc3ccc(C)cc32)cc1 | -1.6 | -1.6 | 0.1 | 0.9 | 4.0 | -0.1 | 0.8 | -2.6 | -2.1 | -0.5 | 4.9
O=C(c1ccc(-c2ccccc2Cl)s1)N1CCOCC1 | 6.6 | 0.1 | 8.3 | -0.5 | 1.6 | 2.7 | -2.4 | -2.5 | 3.7 | 2.4 | 3.7
COc1cc2nc(CN3CCN(S(=O)(=O)c4ccccc4)CC3)[nH]c(=O)c2cc1OC | -1.5 | -1.3 | 2.4 | 2.3 | 1.2 | -0.6 | -9.3 | -1.9 | -1.1 | -0.2 | -4.7
COc1ccccc1CNCC(O)(c1ccc(Cl)cc1)c1ccc(Cl)cc1 | -1.5 | -1.8 | 0.7 | -0.7 | 3.7 | 0.8 | 3.8 | 3.9 | -1.6 | -0.6 | -1.3

Following part
Molecule | SMARCA2 activ | ssDAF12 agonist | hgDAF-12 ag | Rev-erbA mod | PLCg1 inh | DAX1 inh-1 | PLC-beta3 inh | ADAM17 inh | hcDAF-12 act | DAX1 inh-2 | MBD2 DNA inh
CSc1ccccc1C(=O)C1CCCN(Cc2cnn(-c3ccccc3)c2)C1 (centres undefined) | -2.4 | -1.3 | -2.8 | 3.9 | 2.4 | 0.9 | 2.6 | 0.2 | -1.3 | -1.4 | -5.9
COc1ccc(N(C(=O)c2ccco2)C(C(=O)NC2CCCC2)c2ccc(C)cc2)c(OC)c1 (centres undefined) | -3.2 | -1.0 | 3.5 | 1.6 | 3.4 | 1.4 | -0.9 | 3.6 | 0.7 | 0.0 | -3.0
O=C(CSc1nncn1-c1cccnc1)Nc1ccccc1[N+](=O)[O-] | -0.1 | -0.1 | -0.8 | -1.1 | -0.4 | -0.7 | -2.1 | -0.5 | 1.9 | 0.0 | -1.8
CCCCCC1=CCC/C1=N\NC(=O)c1ccc2c(c1)OCO2 | 2.3 | -1.9 | 11.6* | -1.1 | 0.0 | -0.2 | -4.2 | -3.0 | -0.4 | 1.4 | -2.3
COc1ccc(NC(=O)c2cc(-c3ccc(F)cc3OC(C)C)n[nH]2)c(OC)c1 | -2.5 | -2.1 | -3.4 | -4.4 | 3.5 | . | -0.1 | 7.0 | -1.7 | -1.6 | 2.1
Cc1c(NC(=O)c2cccs2)cccc1[N+](=O)[O-] | -2.4 | -0.7 | 1.1 | 7.7 | 1.3 | -0.9 | 3.6 | -0.6 | -2.0 | -0.3 | 0.7
COc1ccccc1NC(=O)CN1C(=O)COc2ccc(C)cc21 | 1.4 | -1.5 | -0.7 | -2.1 | 2.7 | -1.9 | 0.7 | 0.1 | -1.0 | -0.4 | -2.1
O=C(Nc1cccc(Oc2ccc(C(=O)O)c(C(=O)O)c2)c1)c1ccc(-c2ccccc2)cc1 | -0.7 | -0.5 | 0.4 | -3.6 | 1.9 | -2.4 | -12.2 | 3.1 | -0.8 | 0.6 | 1.5
COc1cc(/C=C/CO)cc(OC)c1OC/C=C(\C)CCC=C(C)C | 2.2 | -1.3 | 3.2 | -5.0 | 3.7 | 0.2 | 2.6 | 3.8 | 0.4 | -2.5 | 0.0
C/C=C\C=C\C(=O)N1CC2(CC(c3cccc(NC(=O)CC)c3)=NO2)C[C@H]1C(N)=O (some centres undefined) | 0.9 | -1.1 | 0.3 | -27.2 | -6.5 | 0.1 | -9.2 | -1.7 | 0.8 | -0.2 | 7.7
Cc1cccc(-c2noc(-c3csc([C@@H]4C[C@H](O)[C@@H](CO)O4)n3)n2)c1 | 2.7 | 0.8 | 18.3* | 0.7 | 1.1 | . | 0.9 | -3.6 | 4.7 | 9.8* | 4.3

Filtered by structure, those above with an NH in an aromatic ring
Molecule | SMARCA2 activ | ssDAF12 agonist | hgDAF-12 ag | Rev-erbA mod | PLCg1 inh | DAX1 inh-1 | PLC-beta3 inh | ADAM17 inh | hcDAF-12 act | DAX1 inh-2 | MBD2 DNA inh
COc1ccc(-c2cc(C(=O)NC(Cc3c[nH]c4ccccc34)C(=O)O)c(C)o2)cc1OC (centres undefined) | 3.6 | 0.9* | 5.2 | -3.8 | -5.0 | 1.6 | -1.4 | -0.2 | 6.3* | 0.8 | -4.3
Fc1ccccc1COc1ccc2ccccc2c1CNc1nn[nH]n1 | -0.8 | -1.5 | 1.8 | -5.0 | -7.0 | -0.7 | -0.5 | 1.7 | -0.1 | -0.2 | -1.7
Cc1cccc(NC(=O)CSc2nc3nc(C)cc(C)c3c(=O)[nH]2)c1 | 4.4 | -0.2 | 1.1 | 2.7 | 5.2 | 0.4 | 1.4 | 1.7 | 0.8 | -0.8 | -3.8
Cc1cccc(-c2nc3ccccc3c(=O)[nH]2)c1 | 0.7 | -1.0 | 7.8 | -0.7 | -3.2 | 1.8 | -11.7 | -6.2 | 0.7 | 0.6 | 3.0
COc1cc2nc(CN3CCN(S(=O)(=O)c4ccccc4)CC3)[nH]c(=O)c2cc1OC | -1.5 | -1.3 | 2.4 | 2.3 | 1.2 | -0.6 | -9.3 | -1.9 | -1.1 | -0.2 | -4.7
COc1ccc(NC(=O)c2cc(-c3ccc(F)cc3OC(C)C)n[nH]2)c(OC)c1 | -2.5 | -2.1 | -3.4 | -4.4 | 3.5 | . | -0.1 | 7.0 | -1.7 | -1.6 | 2.1
